Source: PubChem BioAssay (Sanford-Burnham Center for Chemical Genomics)
TIM10 inh – inhibits growth of TIM10 yeast strain; S. cerevisiae TIM10 strain growth, BacTiter-Glo luminescence, 24 h; inhibition, % at 10 µM; 330,000 tested, 1.4% active;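 active = inhibition of 40% or more at the single tested concentration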;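 also: wild-type TIM10 isogenic control strain grown at permissive 25 °C; 0% = DMSO yeast wells and 100% = minimal medium wells without yeast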
mIAP block – mouse IAP inhibition | purified mouse IAP, CDP-Star luminescence, 30 min | inhibition, % at 10 µM | 330,000 tested, 0.2% active | AID 2806;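 active = inhibition of at least 40% at 10 µM in the primary screen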;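 also: plate controls were DMSO with enzyme for no effect and no enzyme wells for full effect; values of inactives mirror those of a sister screen read the other way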
hIAP activ – increases human intestinal alkaline phosphatase activity; 330,000 tested, 0.16% active; P09923; purified human IAP, CDP-Star luminescence, 30 min; active compounds read high; 1 = vehicle-only enzyme, 0 = enzyme-free background; activation factor at 10 µM;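 active = activation factor of the enzyme at least 2-fold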; also: the source names both 10 and 20 µM as test concentration; values of inactives mirror those of a sister screen read the other way
Target sequence (P09923 whole entry, looked up): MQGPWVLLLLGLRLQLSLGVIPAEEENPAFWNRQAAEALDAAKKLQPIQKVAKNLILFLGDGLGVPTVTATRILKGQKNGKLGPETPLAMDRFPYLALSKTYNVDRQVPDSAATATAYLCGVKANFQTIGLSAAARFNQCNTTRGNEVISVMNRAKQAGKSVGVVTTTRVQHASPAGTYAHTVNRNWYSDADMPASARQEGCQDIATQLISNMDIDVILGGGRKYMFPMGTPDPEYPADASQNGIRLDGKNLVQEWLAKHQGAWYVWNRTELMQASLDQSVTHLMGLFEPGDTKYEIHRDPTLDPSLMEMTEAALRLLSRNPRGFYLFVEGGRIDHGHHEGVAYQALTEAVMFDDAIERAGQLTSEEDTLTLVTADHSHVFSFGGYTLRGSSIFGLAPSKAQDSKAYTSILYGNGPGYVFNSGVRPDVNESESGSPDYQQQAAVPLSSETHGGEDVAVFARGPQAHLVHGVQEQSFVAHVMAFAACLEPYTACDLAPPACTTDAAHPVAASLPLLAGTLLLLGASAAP
mIAP activ – mouse IAP activation; activation factor at 10 µM; 330,000 tested, 0.24% active; AID 2805; muIAP, CDP-Star luminescence, 30 min; active compounds read high; 1 = vehicle-only enzyme signal, 0 = enzyme-free wells;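 active = activation factor of at least 2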; also: the source names both 10 and 20 µM as test concentration; values of inactives mirror those of a sister screen read the other way
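also added = chemiluminescent substrate CDP-Star | test system = mouse IAP enzyme | signal = chemiluminescence readout | compound = DMSO-dissolved test compounds | incubation = 30 min at room temperature | benchmarks = DMSO wells, no-enzyme wells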
tim10-1 inh – tim10-1 yeast growth inhibition; S. cerevisiae tim10-1 ts strain growth, BacTiter-Glo, 24 h; inhibition, % at 20 µM; 330,000 tested, 2.2% active; AID 463190;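 active = inhibition of at least 40%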;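 also: mutant grown at 25 °C; 0% = DMSO wells with yeast and 100% = wells holding no yeast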
hIAP inh – blocks human intestinal alkaline phosphatase. purified IAP, CDP-Star luminescence, 30 min. inhibition, % at 10 µM. P09923. 330,000 tested, 0.12% active;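 active = inhibition reaching a set limit with compound at 10 µM in the primary screen, cut at about 35% in these data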;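 also: plate controls were DMSO wells with enzyme for no effect and no-enzyme buffer wells for full effect; values of inactives mirror those of a sister screen read the other way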
NLRP3 yeast inh – blocks the NALP3 inflammasome reconstituted in yeast | inhibition, % at 10 µM | AID 2825 | 330,000 tested, 0.39% active | Yeast reconstituted NLRP3/ASC/caspase-1, beta-gal luminescence, 24 h;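 active = inhibition of 50% or more; inactive = inhibition below 50%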;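 also: plate controls were induced DMSO wells for no effect and uninduced yeast grown without galactose for full effect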
Apaf1 inhib – inhibitors of human Apaf-1 apoptosome; O14727; reconstituted apoptosome caspase-3 activity, DEVD-Rh110 fluorescence; inhibition, % at 20 µM; 330,000 tested, 0.71% active; active = inhibition of at least 40% at 20 µM;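 also: plate controls were DMSO wells for no effect and DEVD-CHO caspase inhibitor wells for full effect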
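Material: reconstituted apoptosome with Apaf-1, cytochrome c, caspase-9, procaspase-3, dATP. Technique: Rh110 fluorescence intensity. Buffer or medium: pH 7.5 Hepes buffer with CHAPS, BSA, DTT. Times: 30 min plus 50 min, RT.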
ATG4B inh – blocks human ATG4B protease cleavage of LC3 substrate | 340,000 tested, 0.51% active | Q9Y4P1 | ATG4B cleavage of LC3-PLA2, NBD-HPC fluorescence, 1 h | AID 504462 | inhibition, % at 8.33 µM; in the data active = inhibition above about 40%
Target sequence (Q9Y4P1 whole entry, looked up): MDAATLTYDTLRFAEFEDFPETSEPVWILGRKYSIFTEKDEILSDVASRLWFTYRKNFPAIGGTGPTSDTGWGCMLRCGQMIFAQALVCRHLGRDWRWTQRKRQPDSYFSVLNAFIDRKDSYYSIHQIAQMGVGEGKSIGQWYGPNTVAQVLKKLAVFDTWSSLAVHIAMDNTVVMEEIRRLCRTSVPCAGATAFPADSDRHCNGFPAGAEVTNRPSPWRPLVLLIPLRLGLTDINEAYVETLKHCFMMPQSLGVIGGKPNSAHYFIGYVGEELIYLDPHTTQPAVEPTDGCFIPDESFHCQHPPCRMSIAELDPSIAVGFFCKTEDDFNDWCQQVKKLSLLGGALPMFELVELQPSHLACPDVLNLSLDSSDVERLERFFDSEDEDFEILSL
The depositor's hits bear a star; x = no result given. Not a hit list (roughly 4.5% active in at least one column).

SMILES	TIM10 inh	mIAP block	hIAP activ	mIAP activ	tim10-1 inh	hIAP inh	NLRP3 yeast inh	Apaf1 inhib	ATG4B inh
CCO[C@H]1OC(C(=O)N2CCN(Cc3ccccc3)CC2)=C[C@@H](c2ccc(C(F)(F)F)cc2)[C@@H]1CCCO	5	10	0.95	0.9	2	5	9	14	-6
CC1CCCN(C(=O)Cn2c3ccccc3c3nc4n(c(=O)c32)CCS4)C1 (centres undefined)	5	-3	1	1	13	0	27	6	-4
CCN(CC)CCN(C(=O)c1ccc2ccccc2c1)c1nc2cc3c(cc2s1)OCO3	11	5	1	0.95	21	-2	26	19	9
CCCNC(=O)C(Cc1cccc(Cl)c1)NC(=O)c1ccc(C#N)cc1 (centres undefined)	-20	-4	1	1	-20	-4	10	6	2
CCCC(=O)Nc1ccc2c(c1)nc1n2CCN(C2CCCCC2)C1	21	8	0.9	0.92	12	10	1	12	-3
CCOC(=O)Cc1nn(CC)c(=O)c2ccccc12	15	5	1	0.95	6	-3	10	-5	-5
COc1ccc(-c2[nH]n(-c3ccc([N+](=O)[O-])cc3)c(=O)c2C=NCc2ccncc2)cc1	43*	10	0.9	0.9	36	10	9	20	2
COc1cc(/C=N/NC(N)=O)c(Br)cc1OCC(=O)Nc1ccccc1C	9	6	1	0.94	20	-3	-4	-6	-13
Cn1c(=O)c2c(nc(Br)n2CCCc2ccccc2)n(C)c1=O	18	-2	1.1	1	28	-7	-1	3	-6
CCN1C(=O)CC(NC2CCN(C(=O)c3ccc(F)cc3)CC2)C1=O (centres undefined)	3	3	0.82	0.97	11	18	-1	-7	0
O=S(=O)(c1cccs1)N1CCN(CCOc2ccc(Cl)cc2)CC1	6	3	0.89	0.97	13	11	-14	30	-49
O=C1c2ccccc2C(=O)N1CCCc1nc(-c2ccccc2)no1	-4	3	0.93	0.97	7	7	25	-14	3
O=C(CSc1ccc(Cl)cc1)Nc1ccc(-c2nc3ccccc3[nH]2)cc1	-15	-1	1	1	12	-4	11	-1	-4
COc1cccc(NC(=O)CCC2CCN(C(=O)c3c(C)noc3C)CC2)c1	-1	-9	1.3	1.1	-11	-26	-16	-1	0
CCOc1ccc(S(=O)(=O)Nc2cccc(-c3ccc(N4CCCCCC4)nn3)c2)cc1	19	0	0.82	1	11	18	14	17	2
COc1cc([N+](=O)[O-])cc(/C=N/NC(=O)Cn2nc(C)cc2C)c1O	-1	11	1.4	0.89	-4	-42	-2	-13	-2
OCc1cn(-c2ccccc2)nc1-c1cc2ccccc2o1	-14	7	0.89	0.93	-9	11	34	-8	-9
Cc1ccc(S(=O)(=O)N2CCCC(C(=O)NCCC(C)C)C2)cc1 (centres undefined)	-30	-9	0.97	1.1	22	3	5	15	-3
O=C(COC(=O)c1ccc(C(F)(F)F)cc1)Nc1cccc(S(=O)(=O)N2CCCCC2)c1	5	-10	1.1	1.1	-2	-12	18	24	0
Cc1c(C(C)NC(=O)c2ccc3nc(Cc4ccccc4F)oc3c2)cnn1C (centres undefined)	16	0	1.1	1	15	-15	-6	6	-1
COC(=O)c1cccc(NC(=O)C2C3CCC(C3)C2C(=O)O)c1 (centres undefined)	-12	2	0.87	0.98	6	13	-8	-10	-5
Cc1cc2ccccn2c1C(=O)c1ccc([N+](=O)[O-])o1	77*	14	0.72	0.86	46*	28	13	4	-13
O=C(N/N=C/c1ccncc1)c1cccc(NC(=O)c2ccccc2Cl)c1	7	3	0.91	0.97	22	9	-10	-5	-6
O=C(CCc1ccccc1)NCCSc1ccccc1	-11	6	1.1	0.94	0	-13	29	4	-4

Structural class: the entries above containing an aryl thioether with sulfur outside any ring.
SMILES	TIM10 inh	mIAP block	hIAP activ	mIAP activ	tim10-1 inh	hIAP inh	NLRP3 yeast inh	Apaf1 inhib	ATG4B inh
O=C(CSc1ccc(Cl)cc1)Nc1ccc(-c2nc3ccccc3[nH]2)cc1	-15	-1	1	1	12	-4	11	-1	-4
O=C(CCc1ccccc1)NCCSc1ccccc1	-11	6	1.1	0.94	0	-13	29	4	-4

By substructure, those above containing a furan ring, fused or not.
SMILES	TIM10 inh	mIAP block	hIAP activ	mIAP activ	tim10-1 inh	hIAP inh	NLRP3 yeast inh	Apaf1 inhib	ATG4B inh
OCc1cn(-c2ccccc2)nc1-c1cc2ccccc2o1	-14	7	0.89	0.93	-9	11	34	-8	-9
Cc1cc2ccccn2c1C(=O)c1ccc([N+](=O)[O-])o1	77*	14	0.72	0.86	46*	28	13	4	-13

Further records
SMILES	TIM10 inh	mIAP block	hIAP activ	mIAP activ	tim10-1 inh	hIAP inh	NLRP3 yeast inh	Apaf1 inhib	ATG4B inh
O=C(N/N=C/c1ccccn1)C1CC1	1	-6	1.4	1.1	-12	-38	23	-8	-12
COCCNC(=O)c1ccc(-n2c(SCc3ccncc3)nc3ccccc3c2=O)cc1	25	2	1	0.98	21	-2	-8	-15	7
Cc1ccc(S(=O)(=O)NCC(=O)OCC(=O)N2C(C)CCCC2C)cc1 (centres undefined)	8	2	1	0.98	-1	-5	-4	-2	1
CCOC(=O)COc1ccc(CCNC(C)=O)cc1	-11	4	0.89	0.96	3	11	13	-19	2
CCOC(=O)c1ccc(NC(=S)N2CCN(Cc3ccccc3)CC2)cc1	13	4	1.1	0.96	5	-7	35	6	-1
Cc1ccc(N2CCN(C(=O)c3ccccc3NC(=O)/C=C\C(=O)O)CC2)cc1	18	-2	0.95	1	13	5	12	5	9
Cc1sc(NC(=O)c2ccco2)c(CN2CCC(C)CC2)c1C	13	8	1.1	0.92	32	-12	19	-8	27
CC(C)(C)C(=O)Nc1ccc(C(=O)OC2CCCCC2)cc1	39	6	0.83	0.94	41*	17	25	2	-7
O=C(/C=C/c1cccc([N+](=O)[O-])c1)NCC1CCCO1 (centres undefined)	-9	-3	1.1	1	9	-13	6	6	-14
CC(C)c1ccc(S(=O)(=O)N2CCN(CC(O)CN3CCOCC3)CC2)cc1 (centres undefined)	-1	14	0.98	0.86	-8	2	15	-7	-2
CC(C)CC(NC(=O)C1CCCN1C(=O)[C@@H](C)NC(=O)OCc1ccccc1)C(=O)NCC(N)=O (some centres undefined)	-9	-17	1	1.2	28	-2	20	7	-5
CCOC(=O)CSc1ccc2nnc(-c3cccnc3)n2n1	2	0	1.1	1	-17	-8	-2	1	1
O=C1[C@H](Oc2ccccc2)[C@@H](c2ccccc2)N1c1ccncc1	19	0	x	0.99	29	x	x	9	-1
CCCN(CC(=O)Nc1ccc(Cl)cc1Cl)Cc1cc(=O)n2ccsc2n1	0	-7	0.98	1.1	-9	2	5	27	-13
O=C(Nc1ccc(Cl)c(-c2nc3ccccc3[nH]2)c1)c1ccc2c(c1)OCO2	4	-7	1.2	1.1	-43	-15	12	7	15
COc1cc(/C=N/Nc2nc(Nc3ccccc3)nc(N3CCCCC3)n2)ccc1OCC(=O)O	22	0	1.2	1	38	-17	11	14	4
CCCN1C(=O)/C(=C/c2ccc(C)o2)SC1=Nc1ccc(OC)cc1	-5	9	0.87	0.91	-7	13	31	18	1
COc1ccc(CNC(=O)C(c2ccncc2)N(C(=O)Cc2cccs2)c2ccccc2C)cc1 (centres undefined)	-1	1	1	0.99	27	-4	4	2	-24
C/C=C\C(=O)Nc1cccc(C2=NOC3(C2)C[C@@H](C(N)=O)N(C(=O)C2(C)CC2)C3)c1 (some centres undefined)	1	-9	1	1.1	7	0	2	7	8
COc1cccc(-c2sc3ccc(OC)cc3c2-c2ccc(C(N)=O)cc2)c1	-1	-2	1	1	10	-4	6	18	6
O=S(=O)(NCc1csc(-c2ccccc2)n1)c1ccc(Cl)s1	19	13	0.92	0.87	31	8	16	7	-9
NS(=O)(=O)CCCc1ccccc1	3	-6	0.78	1.1	-32	22	13	-11	1
CCOc1ccc(CCNC(=O)C2CCN(S(=O)(=O)N3CCC(C)CC3)CC2)cc1OCC	12	-8	0.88	1.1	10	12	-8	-11	-15
CN(C)C=NCCn1c(N2CCOCC2)nc2c1c(=O)n(C)c(=O)n2C	-2	-5	1.1	1.1	18	-7	14	5	5
O=C(Nc1ccc(S(=O)(=O)N2CCCC2)cc1)C1CC(=O)N(c2ccc(F)cc2)C1 (centres undefined)	-3	-8	1	1.1	3	0	2	17	-7
Cc1cccc(Nc2c(-c3ccc(O)cc3)nc3ncccn23)c1	-9	-16	1	1.2	3	-4	8	14	-7
CC(C)=CCN1CCN(Cc2cn[nH]c2C2CCCCC2)CC1CCO (centres undefined)	0	0	1.1	1	17	-9	9	-2	-7
Cc1nc(SCC(=O)NC2(C#N)CCCC2)n(CC(C)C)c1C	-8	11	1	0.89	4	-4	0	3	-8
FC(F)(F)c1cccc(NC(=S)N2CCN(c3ccccc3)CC2)c1	12	-6	0.86	1.1	20	14	-14	0	7
CCCCN(C)C(=O)C1CCCN(S(=O)(=O)c2ccc3c(c2)oc(=O)n3C)C1 (centres undefined)	11	-8	0.82	1.1	14	18	-4	-9	-24
O=C(CSC1=NCCS1)Nc1nc2ccccc2s1	19	21	0.97	0.79	-13	3	42	-8	8
CC1CCN(S(=O)(=O)c2ccc3c(c2)c(=O)c(C(=O)NCc2ccco2)cn3C)CC1	6	16	0.97	0.84	5	3	4	22	-10
COCCNc1oc(-c2ccccc2Cl)nc1S(=O)(=O)c1ccc(C)cc1	-2	-7	0.98	1.1	0	2	7	15	3
CCSCCOC(=O)C1=C(C)N(C)C(=O)NC1c1cc(OC)ccc1OC (centres undefined)	-1	-4	0.94	1	15	6	15	6	2
Cc1ccc(-c2nnc(SCC(=O)NC3CCCc4ccccc43)n2N)cc1 (centres undefined)	4	5	1.1	0.95	5	-6	22	9	1
Cc1ccc(/C=C2\SC(=S)N(CCC(=O)NNC(=O)c3ccncc3)C2=O)cc1	13	-1	1.1	1	2	-12	-7	-27	2
O=C1CCCC(O)=C1C1C2=C(CCCC2=O)OC2=C1C(=O)CCC2	-1	1	1	0.99	-1	-4	9	7	-3
O=C(NCc1ccccc1)C1CCC(=O)N(CCN2CCOCC2)C1 (centres undefined)	-6	0	0.87	1	-7	13	13	0	9
Cc1cc(C)cc(NC(=S)NC2CC3CCCC(C2)N3C2CC2)c1 (centres undefined)	-1	-131	1.2	2.3*	-2	-25	15	-1	1
CCn1cc(C(=O)NCc2ccco2)c(=O)c2cc(F)c(N3CCN(C(=O)c4ccco4)CC3)cc21	8	2	0.99	0.97	22	1	7	20	-17
Cc1cccc(Cc2cnc(NC(=O)C3=NCCN3)s2)c1	-4	-1	1.3	1	21	-29	-5	-3	-1
CN(CC(=O)Nc1ccc(F)cc1)C(=O)COC(=O)c1cc(S(=O)(=O)N(C)C)ccc1N1CCCC1	0	-4	1.3	1	4	-26	6	10	-5
CS(=O)(=O)N(CC(=O)N1CCCCCC1)c1cccc(Br)c1	5	-7	1.1	1.1	21	-8	12	4	-18
CCOC(=O)c1[nH]c(C)c(C(=O)N2CCCC(Nc3ccc(C)c(C)c3)C2)c1C (centres undefined)	14	-6	1	1.1	13	-5	14	12	-10
CCCC(C(=O)N1CCOCC1)N1C(=O)C2C3C=CC(C3)C2C1=O (centres undefined)	-10	5	1	0.95	-25	-2	-3	-7	4
COC(=O)c1ccc(N2CCN(C)CC2)c(NC(=O)COc2cccc(C)c2)c1	-11	-6	0.87	1.1	1	13	27	12	0
